Assay outcomes deposited in PubChem by National Center for Advancing Translational Sciences (NCATS).
TrxR1 substrate = substrates of rat thioredoxin reductase 1. Potency, µM (doses to about 114 µM), for the others: at the top dose activity change, negative = substrate turnover. purified TrxR1 substrate turnover, NADPH consumption readout. O89049. hit rate 0.01% among 390,000; also: potency is read from the fitted curve at half-maximal effect; % is scaled to controls: 0 for no effect and ±100 for the full control effect; nearly all actives have a fitted effect of over 50% in size
Target sequence (O89049 whole entry, looked up): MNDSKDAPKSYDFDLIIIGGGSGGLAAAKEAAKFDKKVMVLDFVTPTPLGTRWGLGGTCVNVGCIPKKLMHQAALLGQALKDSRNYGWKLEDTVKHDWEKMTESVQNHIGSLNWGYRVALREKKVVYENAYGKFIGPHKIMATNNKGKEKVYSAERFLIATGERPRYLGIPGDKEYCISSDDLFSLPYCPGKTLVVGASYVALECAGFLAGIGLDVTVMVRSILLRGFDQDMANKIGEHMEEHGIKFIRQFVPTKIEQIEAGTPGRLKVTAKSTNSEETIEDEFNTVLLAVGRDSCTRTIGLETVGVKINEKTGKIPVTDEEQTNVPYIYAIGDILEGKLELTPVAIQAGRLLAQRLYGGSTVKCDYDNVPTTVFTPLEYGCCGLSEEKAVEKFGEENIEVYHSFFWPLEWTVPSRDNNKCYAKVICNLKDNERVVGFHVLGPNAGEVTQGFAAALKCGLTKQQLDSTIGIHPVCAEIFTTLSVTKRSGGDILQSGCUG
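Rat TrxR1, dispensed at 90 nM, was prereduced with 400 uM NADPH (final) for 5 min at ~22 deg C, then incubated with compound 15 min before 400 uM selenite. A first-read NADPH fluorescence drop versus no-compound background flagged substrates.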
HP1b binding inh = blocks HP1-beta chromodomain binding to methylated histone tails; AlphaScreen HP1-beta / biotin-H3K9me3 peptide binding; Potency, µM (series often up to 114 µM), for inactives: top-dose activity change, negative = inhibition, hits mostly inhibitors; P83916; hit rate 0.56% among 390,000; also: potency is read from the fitted curve at half-maximal effect; nearly all actives have a fitted effect of over 70% in size; inactives centre near 23
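AlphaScreen: HP1-beta (50 nM) preformed 30 min with biotin-H3(1-18)K9me3 peptide (50 nM) in PBS pH 7.4, 0.01% Tween-20. Compound added for 30 min at RT, then streptavidin donor/nickel chelate acceptor beads (10 ug/mL) for 30 min.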
USP1-UAF1 inh = blocks the human USP1/UAF1 deubiquitinase complex. O94782. recombinant USP1/UAF1, Ub-Rhodamine cleavage fluorescence. Potency, µM (highest dose often 57.1 µM), without a hit: at the highest dose activity change, negative = inhibition, most hits filed as inhibitors. hit rate 0.23% among 390,000; also: potency is read from the fitted curve at half-maximal effect; % is scaled to controls: 0 for no effect and ±100 for the full control effect; nearly all actives have a fitted effect of over 60% in size; inactives centre near -12
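USP1/UAF1 complex (1 nM) preincubated 15 min at room temperature with compound, then Ub-Rho substrate (150 nM final) added. Kinetic fluorescence at 480/540 nm over 6 reads at 60 s intervals; 50 mM HEPES pH 7.8, 0.5 mM EDTA, 0.1 mg/ml BSA, 1 mM TCEP, 0.01% Tween-20.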
Pin1 inhibitor = human Pin1 inhibition; Q13526; Pin1 FP peptide displacement, HiFluor488, 10 min; Potency, µM (doses to about 115 µM), for the others: at the highest dose activity, negative = inhibition, most hits filed as inhibitors; hit rate 0.009% among 390,000; active = well fitted inhibition curve with a large enough effect in the polarisation, with a control signal flat, not every such curve was filed as active; inconclusive = small, poorly fitted or top-dose-only effect, or effect the other way, or a change in a side signal; inactive = no such curve, though single readings can be large or run the other way; the % refers to the polarisation; also: potency is read from the fitted curve at half-maximal effect; % is scaled to controls: 0 for no effect and ±100 for the full control effect
GLS inhibitor = glutaminase GLS (human) inhibition; Potency, µM (series often up to 45.5 µM), inactives show at the top dose activity change, negative = inhibition, actives largely listed as inhibitors; hit rate 0.21% among 410,000; GLS enzymatic activity, qHTS titration; O94925; also: potency is read from the fitted curve at half-maximal effect; % is scaled to controls: 0 for no effect and ±100 for the full control effect
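Read-out is an Amplex red fluorescence increase coupled through glutamate oxidase and HRP, measured before and after 30 min room-temperature incubation. hKGA is in 45 mM KH2PO4 (pH 8.2) with 0.02% Tween-20; glutamine added as 1mM solution.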
mIDH1 inhibitor = human IDH1 R132H inhibition; O75874; IDH1-R132H enzyme, NADPH consumption, diaphorase/resazurin fluorescence; Potency, µM (series often up to 76.6 µM), for the others: at the highest dose activity change, negative = inhibition, most hits filed as inhibitors; hit rate 0.093% among 390,000; also: potency is read from the fitted curve at half-maximal effect; % is scaled to controls: 0 for no effect and ±100 for the full control effect; nearly all actives have a fitted effect of over 65% in size
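IDH1-R132H (0.5 ug/mL) preincubated 30 min with compound, then NADPH (0.016 mM) and alpha-KG (2 mM) added; 80 min at RT, pH 7.5. Remaining NADPH coupled via diaphorase/resazurin to fluorescence (540/590 nm); concentration-response curves normalized to no-enzyme control.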
TrxR1 inh = rat TrxR1 inhibition; O89049; recombinant rTrxR1, NADPH fluorescence consumption, selenite substrate; Potency, µM (series often up to 114 µM), for the others: top-dose activity change, negative = inhibition, most hits filed as inhibitors; hit rate 1% among 390,000; AID 588453; also: potency is read from the fitted curve at half-maximal effect; % is scaled to controls: 0 for no effect and ±100 for the full control effect; nearly all actives have a fitted effect of over 65% in size
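Rat TrxR1 (90 nM in the dispensed reagent) was pre-reduced with 400 uM NADPH for 5 min at room temperature, then incubated with compound for 15 min. After 400 uM selenite was added, NADPH fluorescence (Ex 340/Em 450 nm) was followed for 8 min.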
PI4K2A inh = blocks human PI4K2A kinase activity | hit rate 0.13% among 420,000 | AID 1346378 | Q9BTU6 | purified PI4K2A, ADP-Glo luminescence, 1 h; hits give low values | activity change, negative = inhibition, % at 76.9 µM; in the data active = activity change below about -50%; inconclusive = mostly about -30% to -49%;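 also: -100% = wells without enzyme as full effect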
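ADP-Glo luminescence measured ADP generated by PI4K2A enzyme (4 ug/mL before mixing) with 1.2 mM PI substrate (pre-mix) and 300 microM ATP (pre-mix). Tris pH7.5 buffer with MgCl2, Triton X-100; 1 h reaction at ambient temperature.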
PGK inhibitor = blocks T. brucei phosphoglycerate kinase | hit rate 0.043% among 380,000 | AID 602233 | Potency, µM (doses to about 57.5 µM), inactives show top-dose activity change, negative = inhibition, most hits filed as inhibitors | PGK/GAPDH coupled, Kinase-Glo luminescence, 60 min; also: potency is read from the fitted curve at half-maximal effect; % is scaled to controls: 0 for no effect and ±100 for the full control effect; nearly all actives have a fitted effect of over 60% in size
Target sequence (P07378 whole entry, looked up): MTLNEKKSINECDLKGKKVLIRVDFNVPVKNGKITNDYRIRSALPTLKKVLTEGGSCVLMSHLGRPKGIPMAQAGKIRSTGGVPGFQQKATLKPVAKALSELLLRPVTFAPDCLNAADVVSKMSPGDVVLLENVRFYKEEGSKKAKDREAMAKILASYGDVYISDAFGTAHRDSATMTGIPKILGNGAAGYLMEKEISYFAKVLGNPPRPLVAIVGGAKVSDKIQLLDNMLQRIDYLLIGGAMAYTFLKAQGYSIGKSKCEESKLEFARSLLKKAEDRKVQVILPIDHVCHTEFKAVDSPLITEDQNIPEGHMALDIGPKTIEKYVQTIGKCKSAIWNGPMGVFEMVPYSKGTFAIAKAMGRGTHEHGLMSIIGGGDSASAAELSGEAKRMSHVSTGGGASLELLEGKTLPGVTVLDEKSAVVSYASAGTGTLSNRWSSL
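Recombinant glycosomal PGK reaction used 1,3-bisphosphoglycerate generated in-well by GAPDH (100nM final) in 100mM TEA pH 7.6, 5mM MgCl2, 0.01% Tween-20. After 60 minutes at room temperature, ATP was read by Kinase-Glo Plus luminescence end-point.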
Active calls of the source: *; i = inactive; u = inconclusive; x = not tested or not shown; & = joins results of further samples; [ ] = remark or other dose. Unless noted, calls follow the shape of the dose curve; as a rule, active = well fitted curve in the direction sought with a large enough effect; inconclusive = small, poorly fitted or top-dose-only effect, or another doubt; inactive = no such curve, though single readings can be large; an effect the other way counts as inactive or inconclusive.

SMILES	TrxR1 substrate	HP1b binding inh	USP1-UAF1 inh	Pin1 inhibitor	GLS inhibitor	mIDH1 inhibitor	TrxR1 inh	PI4K2A inh	PGK inhibitor
Cc1nnc2ccc(-c3ccc(NS(=O)(=O)c4ccc(Cl)s4)cc3)nn12	-6%	28%	-8%	2%	17%	-5%	1%	-8	-1%
O=C(O)CCc1ccc(-c2ccc(Cl)cc2)n1-c1cccc(C(F)(F)F)c1	-4%	-22%	-24%	-9%	18%	-1%	u	0	-19%
CCn1ncc(C(=O)Nc2cccc(Cl)c2)c1C	-19%[57.1 µM]	44%	-20%	1%	-15%	9%	12%[57.1 µM]	-5	-11%
Cc1ccc(-c2cc(=O)c3cc(F)ccc3[nH]2)cc1	2%	41%[activator]	-27%	2%	1%	10%	9%	4	-3%
COc1cc2ncnc(NCc3ccccc3C)c2cc1OC	2%[57.1 µM]	23%	-14%	0%	-7%	2%	17%[57.1 µM]	-8	-3%
CCCc1cc(C(=O)N2CCN(c3ccccc3C)CC2)cs1	-5%	57%	-11%	6%	18%	3%	3%	0	-1%
Cn1cc(S(=O)(=O)Nc2ccc(OC(F)(F)F)cc2)c(=O)n(C)c1=O	9%	15%	-25%	-2%	1%	0%	19%	-3	-7%
COCCN(C(=O)CNC(=O)c1ccco1)C(C(=O)NC1CCCC1)c1ccccc1F (centres undefined)	2%	30%	-11%	-2%	-5%	9%	11%	5	1%
COc1ccc(CNC(=O)C2Cc3ccccc3CN2C(=O)c2ccco2)cc1 (centres undefined)	3%	36%	-27%	-1%	5%	0%	4%	1	-3%
Cc1cc(C)n(/N=C/c2c[nH]c3ccccc23)c(=O)c1	-16%	19%	3%	2%	12%	6%	-8%	-1	i
CCOc1ccc(C(=O)Nc2cccc(NC(=O)c3cccs3)c2)cc1[N+](=O)[O-]	-1%	43%[activator]	-26%	2%	-1%	-8%	27%	-2	x
CC(=O)N1CCN(S(=O)(=O)c2cccc(C(=O)OCN3C(=O)c4ccccc4C3=O)c2)CC1	-1%	16%	-19%	0%	-5%	6%	9%	0	-3%
Cc1cc2c(c(SCC(=O)Nc3ccc(C)c(C)c3)n1)C(=O)OC2	2%[57.1 µM]	26%	-17%	12%	-4%	-2%	18%[57.1 µM]	2	-10%
C/C(=N\NC(=O)C(=O)Nc1cccc(Cl)c1C)c1ccncc1	-4%	16%	-18%	3%	6%	-1%	0%	5	-2%
CC(C)=CCC[C@](C)(OC1OC(COC2OCC(O)C(O)C2O)C(O)C(O)C1O)C1CC[C@]2(C)C1C(O)CC1[C@@]3(C)CCC(O[C@@H]4O[C@H](CO)C(O)C(O)C4O[C@@H]4OC(CO)C(O)C(O)C4O)C(C)(C)C3CC[C@]12C (some centres undefined)	3%	22%	-14%	6%	-2%	2%	16%	1	0%
COc1ccc(NC(=O)C2=C(C)Nc3ncnn3C2c2sccc2C)cc1 (centres undefined)	2%[57.1 µM]	17%[57 µM]	-10%	-8%	16%	22%	11%[57.1 µM]	0	-7%
CCC(CC)NC(=O)Cc1ccccc1OC	-9%	27%	-5%	5%	-9%	-5%	9%[57.1 µM]	1	-8%
CCOc1ccc(NC(=O)CSc2nncn2C)cc1	-12%[57.1 µM]	6%	-15%	-1%	-7%	1%	-1%[57.1 µM]	6	i
Cc1cccc(C)c1NC(=O)N1CC(C)OC(C)C1 (centres undefined)	4%	10%	-13%	0%	-4%	-9%	23%	0	-2%
CC(=O)N(C)c1ccc(N=Nc2c(C)[nH]n(-c3ccccc3)c2=O)cc1	0%	u	-8%	4%	8%	-4%	10%	-1	i
C[C@H]1CN([C@@H](C)CO)S(=O)(=O)c2ccc(C#Cc3cccnc3)cc2O[C@@H]1CN(C)C(=O)Nc1ccc2c(c1)OCO2	x	x	-19%	x	11%	-11%	x	-7	-3%
Nc1c(-c2nc(-c3ccc(Cl)cc3)cs2)c2ccccn2c1C(=O)c1ccc2c(c1)OCO2	1%	33%	-17%	-4%	1%	x	7%	-1	x
Cc1cccnc1NC(=O)c1sc2ccccc2c1Cl	11%	43%[activator]	-11%	-9%	7%	-7%	20%	0	-7%
NS(=O)(=O)c1cccc(NC(=O)CNC(=O)CC23CC4CC(CC(C4)C2)C3)c1	5%[57.1 µM]	18%	-9%	1%	7%	9%	-2%	-1	-2%
COc1ccc2c(CC(=O)N(C)CC3COc4ccccc4O3)coc2c1 (centres undefined)	6%[57.1 µM]	8%	-2%	14%	1%	0%	15%[57.1 µM]	3	-6%
COc1ccc(S(=O)(=O)NCc2cc(=O)n(C)c(=O)n2C)cc1F	0%	51%[activator]	-14%	-14%	-4%	-1%	20%	-2	-10%
CCc1ccc2c(c1)C(c1ccc([N+](=O)[O-])cc1)=NNC(c1ccc(Br)cc1)=N2	-2%	19%	-15%	-1%	6%	2%	-3%	0	3%
CC(=O)Nc1cccc(-c2nnc(SCC(=O)n3c4c(c5ccccc53)CCCC4)n2C)c1	-7%	23%	-19%	1%	-1%	-2%	8%[57.1 µM]	1	i
COCc1cc(/C=N\NC(=O)COc2ccc(Cl)cc2)ccc1OC	2%[57.1 µM]	-3%	-12%	-13%	4%	0%	2%[57.1 µM]	2	-4%
CC1=C(C(=O)Nc2ccc(C)cc2C)C(c2ccccc2)n2ncc(C(=O)Nc3ccccc3)c2N1 (centres undefined)	7%	17%	-1%	14%	16%	-10%	26%	1	-6%
COC(=O)c1ccc(C(=O)OC)c(NC(=O)C(C)(C)C)c1	5%[57.1 µM]	38%	1%	-1%	-1%	1%	15%[57.1 µM]	121	i
COc1ccc(C(=O)N/C(=C\c2cn(S(=O)(=O)N(C)C)c3ccccc23)C(=O)NCCCn2ccnc2)cc1	-3%&-4%	22%&20%	-20%&-24%	0%&1%	-3%&3%	-10%&9%	14%&-4%	-1&-4	-9%
CCOc1ccc(/C=N/n2cc(-c3ccccc3)[nH]c2=S)cc1	26%	u	-17%	-6%	1%	-2%	1%[57.1 µM]	2	-2%
O=C(Nc1ccc2c(c1)OCCO2)c1oc2ccccc2c1NC(=O)C1CC1	3%	19%	0%	1%	6%	7%	2%[57.1 µM]	-2	i
C[C@H]1CN([C@@H](C)CO)S(=O)(=O)c2ccc(-c3ccccc3)cc2O[C@H]1CN(C)C(=O)C1CCC1	x	x	8%	x	5%	13%	x	3	8%
Cc1cccc(N2CCN(C(=O)c3ccc(NC4=NC5CS(=O)(=O)CC5S4)cc3)CC2C)c1 (centres undefined)	-1%	-12%	-21%	-2%	28%	0%	12%	5	5%
COC(=O)NNC(=O)COc1ccccc1C	6%	52%[activator]	-9%	0%	1%	1%	-2%	3	-1%
CC(C)COC(=O)Cn1cnc2ccc(Br)cc2c1=O	-7%[57.1 µM]	18%	-9%	-7%	9%	2%	-4%[57.1 µM]	4	i
CC(=O)c1cc(Cl)ccc1OCC(=O)Nc1cccc(S(=O)(=O)N2CCCC2)c1	-3%	32%	-20%	18%	-8%	0%	4%	10	-10%
CN(C)CCNC(=O)c1ccc(COCC(F)(F)F)cc1	9%	9%	-16%	-6%	7%	8%	21%	-2	x
COc1ccc(/C=C\C(=O)c2c(O)ccc3c(C)cc(=O)oc23)cc1	-17%	0%	-21%	u	4%	2%	-3%[57.1 µM]	15	-6%
CCOc1ccc(N(CC(=O)N2CCN(c3ccc(F)cc3)CC2)S(=O)(=O)c2c(C)noc2C)cc1	-2%	8%	-22%	6%	-2%	0%	6%	-3	-9%
Cc1ccc(Cl)cc1N1CCN(Cc2nc3ccsc3c(=O)[nH]2)CC1	6%[57.1 µM]	-17%	-22%	u	4%	0%	8%[57.1 µM]	-1	-5%
O=C(COC(=O)c1ccccc1O)Nc1cc(S(=O)(=O)N2CCCCCC2)ccc1Cl	35%[activator]	23%	-23%	7%	-8%	1%	48%[activator]	-2	-2%
O=C(c1cc(-c2ccncc2)nc2ccccc12)N1CCCC(C(F)(F)F)C1 (centres undefined)	x	x	0%	x	9%	-4%	x	-3	-7%
COc1cc(C(=O)Nc2ccc(S(=O)(=O)N3CCc4ccccc43)cc2)cc(OC)c1OC	3%	7%	-6%	16%	5%	4%	18%	0	0%
COc1ccc(CCN(C)C(=O)c2ccc3c(=O)n4c(nc3c2)CCCCC4)cc1OC	1%	23%	-25%	0%	-1%	-3%	17%	-5	i
O=C(NCc1ccccc1Cl)c1cccc(OC2CCN(C(=O)C3CC3)CC2)c1	6%	26%	-17%	0%	0%	1%	17%	1	0%

A portion of the results above, as a working copy:
SMILES	TrxR1 substrate	HP1b binding inh	USP1-UAF1 inh	Pin1 inhibitor	GLS inhibitor	mIDH1 inhibitor	TrxR1 inh	PI4K2A inh	PGK inhibitor
COc1ccc(CCN(C)C(=O)c2ccc3c(=O)n4c(nc3c2)CCCCC4)cc1OC	1%	23%	-25%	0%	-1%	-3%	17%	-5	i
O=C(NCc1ccccc1Cl)c1cccc(OC2CCN(C(=O)C3CC3)CC2)c1	6%	26%	-17%	0%	0%	1%	17%	1	0%

Only part of the results is shown (hit frequency here may not be typical).
